BCLXL inh = inhibitors of human Bcl-xL; Q07817; GST-Bcl-xL / FITC-Bim BH3 peptide fluorescence polarization; inhibition, % at 10.9 µM; 320,000 tested, 0.7% active; AID 2129;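 active = inhibition above the mean of all tested compounds plus 3 SD, cutoff set per campaign, cut at about 30% in these data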;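 note: 0% = DMSO wells and 100% = unlabeled Bim-BH3 peptide competitor; inhibitors lower millipolarization by displacing the labeled peptide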
Target sequence (Q07817 whole entry, looked up): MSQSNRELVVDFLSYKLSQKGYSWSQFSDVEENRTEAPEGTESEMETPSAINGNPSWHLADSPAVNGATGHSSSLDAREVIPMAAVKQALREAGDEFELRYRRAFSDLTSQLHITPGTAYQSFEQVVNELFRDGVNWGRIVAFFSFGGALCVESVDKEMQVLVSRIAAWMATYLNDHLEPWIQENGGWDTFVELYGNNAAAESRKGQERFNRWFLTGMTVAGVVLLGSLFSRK
Fam108B counter = blocks mouse Fam108B hydrolase in RBBP9 counter-screen; recombinant Fam108B, FP-Rh probe fluorescence polarization; inhibition, % at 9.51 µM; 300,000 tested, 0.33% active; AID 1947;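 active = inhibition above the screen mean inhibition plus 3 SD, computed separately per campaign, cut at about 18% in these data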;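 note: inhibitors lower polarization as less probe binds the enzyme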
CIT2-GFP yeast = modulators of TOR pathway CIT2-GFP in S. cerevisiae; S. cerevisiae CIT2-GFP strain, flow cytometry, 3 h; 100 means same as DMSO wells; GFP response vs DMSO, % at 10 µM; 320,000 tested, 0.065% active;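 active = GFP response relative to DMSO above a set limit, near the screen mean plus 3 SD, cut at about 150% in these data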;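 note: ratio of well median GFP fluorescence to mean of DMSO wells on the plate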
AGP1-GFP MLPCN = yeast TOR pathway AGP1-GFP modulation | S. cerevisiae AGP1-GFP multiplex flow cytometry, 3 h; GFP as percent of DMSO wells | GFP response vs DMSO, % at 10 µM | 320,000 tested, 0.02% active | AID 2066;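 active = GFP response relative to DMSO above a set limit, near screen average plus 3 SD, cut at about 150% in these data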;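 note: median GFP channel fluorescence of the gated AGP1 strain per well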
GLD-1 RNA inh = GLD-1-TGE RNA interaction inhibition (C. elegans); Q17339; purified GLD-1 + fluorescein TGE RNA, fluorescence polarization; inhibition, % at 5.96 µM; 320,000 tested, 0.44% active; AID 2280;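 active = percent inhibition above a per-plate cutoff, the plate mean of test compounds plus 3 SD, cut at about 30% in these data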;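 note: 0% = DMSO wells with GLD-1 and probe and 100% = wells lacking GLD-1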
GRK2 inh = inhibitors of human GRK2 displacing RNA aptamer | P25098 | bead flow cytometry, FAM-aptamer displacement from GRK2 | inhibition of aptamer binding, % at 10 µM | 330,000 tested, 0.59% active | AID 488847;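 active = inhibition of aptamer binding above 40%, roughly 3 SD of noise, on plates passing a quality check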;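 note: median bead fluorescence of bound FAM aptamer so fluorescent compounds give negative values; no value below 0 was filed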
VLA-4 inh = inhibition in a human VLA-4 binding assay; P13612; VLA-4 expressing cells, ligand binding flow cytometry; inhibition, % (about 7 µM as worked out from the volumes in the protocol); 330,000 tested, 0.2% active; in the data active = inhibition above about 50%
MEX-5 binding = C. elegans MEX-5 TCR-2 RNA binding activity. activity score (negative = inhibition of binding), % at 10 µM. Q9XUB2. MEX-5/FITC-TCR2 RNA binding, fluorescence polarization; active compounds read low. 300,000 tested, 0.38% active;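 active = inhibition past about -25% in most replicates, and total fluorescence under double the plate's negative control median, limit read from the data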;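 note: 0% = DMSO and -100% = 5 µM competing unlabeled TCR2 RNA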
Target sequence (Q9XUB2 whole entry, looked up): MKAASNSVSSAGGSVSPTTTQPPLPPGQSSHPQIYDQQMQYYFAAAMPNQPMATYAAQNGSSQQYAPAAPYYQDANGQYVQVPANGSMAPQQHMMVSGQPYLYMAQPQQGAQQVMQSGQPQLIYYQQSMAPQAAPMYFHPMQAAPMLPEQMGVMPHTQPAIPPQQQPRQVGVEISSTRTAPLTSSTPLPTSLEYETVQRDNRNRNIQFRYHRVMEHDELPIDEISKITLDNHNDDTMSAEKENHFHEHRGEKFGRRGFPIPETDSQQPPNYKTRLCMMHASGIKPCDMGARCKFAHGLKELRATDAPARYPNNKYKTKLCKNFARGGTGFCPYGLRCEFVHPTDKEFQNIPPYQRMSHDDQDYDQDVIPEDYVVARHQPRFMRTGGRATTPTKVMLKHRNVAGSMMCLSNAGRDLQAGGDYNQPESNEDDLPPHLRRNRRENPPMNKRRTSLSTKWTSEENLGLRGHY
MCL1 BIM primary = MCL1-BIM-BH3 interaction inhibition (human) | Q07820 | GST-MCL1 / FITC-Bim-BH3 fluorescence polarization | inhibition, % at 10.9 µM | 320,000 tested, 0.68% active | AID 2057;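 active = inhibition above the mean inhibition of all tested compounds plus 3 SD, set per campaign, cut at about 40% in these data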;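 note: 0% = DMSO wells and 100% = unlabeled Bim-BH3 peptide control; higher means more loss of mP so more displacement of Bim peptide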
Target sequence (Q07820 whole entry, looked up): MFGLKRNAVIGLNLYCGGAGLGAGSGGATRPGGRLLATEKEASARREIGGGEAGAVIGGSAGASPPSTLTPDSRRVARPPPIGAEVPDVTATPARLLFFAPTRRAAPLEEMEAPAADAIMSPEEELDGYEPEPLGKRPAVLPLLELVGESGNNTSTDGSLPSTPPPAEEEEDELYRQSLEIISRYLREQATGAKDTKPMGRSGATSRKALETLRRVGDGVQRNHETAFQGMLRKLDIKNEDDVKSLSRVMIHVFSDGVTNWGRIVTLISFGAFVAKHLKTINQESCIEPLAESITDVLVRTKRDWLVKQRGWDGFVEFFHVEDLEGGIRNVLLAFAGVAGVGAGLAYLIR
* = called active by the depositor; nt = not tested or not shown. Rows are unselected. Share with any hit: about 2.2%.

SMILES | BCLXL inh | Fam108B counter | CIT2-GFP yeast | AGP1-GFP MLPCN | GLD-1 RNA inh | GRK2 inh | VLA-4 inh | MEX-5 binding | MCL1 BIM primary
O=[N+]([O-])c1ccc(C[n+]2cccc(O)c2)cc1 | 0 | -1 | 95 | 104 | 3 | 4 | 5 | 0.2 | -2
COc1ccc(-c2cc(C(=O)Nc3cc(C)nn3-c3ccccc3)no2)cc1 | 6 | 1 | 92 | 100 | -2 | 0 | 2 | -0.5 | 14
COc1ccc(OC(C)C(=O)N2CC(C)OC(C)C2)cc1 (centres undefined) | 1 | 4 | 100 | 108 | 1 | 2 | 25 | 2.2 | 1
CC(C)(C)CN1CCNC(=O)C1CC(=O)N1CCC(C(=O)N2CCOCC2)CC1 (centres undefined) | 12 | -4 | 102 | 109 | 17 | 0 | -2 | 0.3 | 11
Cc1ccc(S(=O)(=O)NNC(=O)c2ccccc2-n2cccc2)cc1 | 2 | -3 | 99 | 93 | 2 | 0 | -11 | 0.5 | 8
COc1ccccc1-c1nc(C#N)c(N2CCN(Cc3ccccc3)CC2)o1 | 1 | -4 | 100 | 96 | 7 | 0 | -6 | 0.7 | -2
CCOc1cc(C2CC(=O)NC3=C2C(=O)C(C(=O)OC)C(C)C3)cc(Cl)c1O (centres undefined) | 1 | 2 | 102 | 100 | -7 | 6 | 23 | 0.3 | 0
COc1ccc(N2CCN(C(=O)CCS(=O)(=O)c3ccc4c(c3)NC(=O)CO4)CC2)cc1 | -2 | -1 | 105 | 108 | 8 | 2 | 25 | 0.4 | -4
COc1ccccc1NC(=O)CSc1nnc(-c2ccc(NC(C)=O)cc2)n1C | -35 | 3 | 84 | 86 | -2 | 0 | 15 | 2.4 | -36
CC1(C)Cc2ccccc2C(=NCC(=O)O)N1 | 4 | 3 | 92 | 96 | -3 | 0 | 0 | 4.4 | 1
Cc1cc(NC(=O)CSc2nc3ccccc3n2CC(=O)N2CCCCC2)no1 | 0 | -4 | 95 | nt | 1 | 3 | -2 | 0.2 | 8
CC(=O)Nc1ccc(OCC(O)Cn2cnc3ccccc32)cc1 (centres undefined) | 8 | 0 | 93 | 102 | 1 | 0 | 12 | 1.8 | 1
COc1ccc(CCN(C)CC(=O)Nc2c(C)cc(C)cc2C)cc1OC | 10 | -4 | 103 | 100 | 5 | 3 | 2 | 2.1 | 15
CCOc1ccccc1/C=C(/NC(=O)c1ccccc1)C(=O)N1CCCCC1 | -2 | -3 | 110 | 90 | 2 | 2 | 13 | -0.6 | -5
CCOC(=O)C1CCCN(C(=O)CN2C(=O)NC(C)(c3ccc4ccccc4c3)C2=O)C1 (centres undefined) | -1 | -3 | 91 | 97 | 10 | 1 | -7 | -2.6 | -5
COc1ccccc1NC(=O)C(=O)N/N=C(\C)CC(=O)Nc1ccc(OCc2ccccc2)cc1 | -3 | 3 | 93 | 103 | 5 | 0 | 16 | 0.6 | 2
Cc1ccc2nnnc(-c3ccccc3)c2c1 | 4 | 2 | 110 | 109 | 4 | 0 | -8 | -1.8 | -1
Cc1nc(N2CCN(c3ccccn3)CC2)c2c(C)c(C(=O)Nc3ccc(F)c(Cl)c3)sc2n1 | 9 | 0 | 87 | 96 | 1 | 0 | -1 | 0.7 | 8
CCOC(=O)c1cc(C#N)c(N2CCN(C(=O)c3cccc(C(F)(F)F)c3)CC2)nc1C(F)(F)F | -1 | 2 | 104 | 105 | -1 | 0 | 7 | nt | -7
CCc1ccc(C2=NN(CCC(=O)NCc3cccs3)C(=O)CC2)cc1 | -7 | -4 | 96 | 99 | -6 | 2 | 12 | -0.1 | -10
Cc1cccc(N2CC(C(=O)OCC(=O)c3ccc(OC(=O)c4cccs4)cc3)CC2=O)c1C (centres undefined) | 2 | 4 | 93 | 99 | 12 | 1 | 22 | 2.0 | 6
O=S(=O)(/C=C/c1ccccc1)N1CCN(Cc2ccc3c(c2)OCO3)CC1 | 0 | -2 | 88 | 87 | 4 | 0 | 2 | -0.5 | -1
COc1ccc(S(=O)(=O)N(C)C[C@H]2Oc3c(NC(=O)C4CC4)cccc3C(=O)N([C@H](C)CO)C[C@@H]2C)cc1 | nt | nt | 88 | 93 | 6 | 3 | 10 | nt | nt
CCn1cc(C(=O)NCc2ccc(Cl)cc2)c(=O)c2cc(S(=O)(=O)N3CCOCC3)ccc21 | -1 | 1 | 100 | 104 | 6 | 3 | -20 | 1.3 | -1
CC(C)N(CCCNC(=O)CC1Oc2ccccc2NC1=O)Cc1ccccc1 (centres undefined) | 2 | 4 | 103 | 106 | 3 | 1 | -21 | 0.9 | 2
COCC(=O)Nc1c(C(=O)N2CCCC2)oc2ccccc12 | 0 | 3 | 94 | 84 | -2 | 2 | -23 | 2.4 | -1
COCCNC(=O)CSc1nccn1Cc1ccc2c(c1)OCO2 | -8 | -7 | 95 | 102 | -9 | 3 | 16 | -1.0 | -2
OCCc1ccc(O)c(-n2nc3ccccc3n2)c1 | 8 | 2 | 101 | 95 | 2 | 0 | -6 | 2.7 | 11
NNc1nc(-c2ccccc2)cc(-c2ccc(Br)cc2)n1 | 3 | -1 | 93 | 90 | 3 | 0 | 19 | -0.5 | 10
CCCN(Cc1nnc(-c2ccccc2Cl)o1)C(=O)c1oc2ccccc2c1C | 3 | 2 | 95 | 100 | -2 | 2 | 6 | 1.1 | 2
CN(C)CCNC(=O)c1ccc(-c2nn(C)c(=O)c3ccccc23)cc1 | -1 | 1 | 107 | 101 | 6 | 0 | 2 | 0.7 | 4
COc1ccc(N2C(=O)CCC(C(=O)c3ccccc3)=C2C)cc1 | 5 | 0 | 97 | 96 | 3 | 0 | -4 | -1.8 | 2
Cc1cccc(OCCOC(=O)c2c(-c3ccccc3)noc2C)c1 | 4 | 0 | 106 | 108 | 5 | 1 | -6 | -0.8 | -2
CCCOc1ccc(N2C(=O)CC(NCC(=O)OCC)C2=O)cc1 (centres undefined) | 5 | 0 | 90 | 102 | 2 | nt | -2 | 0.8 | 8
CC(C)(C)c1ccc(CS(=O)(=O)CC2(O)CCN(C(=O)c3cccc(C(F)(F)F)c3)CC2)cc1 | 5 | 3 | 99 | 105 | -3 | 0 | 3 | -3.4 | 4
O=C(COC(=O)CCC1CCCCC1)Nc1ccc(OC(F)F)cc1 | 7 | 0 | 98 | 116 | -11 | 0 | -10 | 0.1 | 13
CCN(CC)CCNC(=O)c1cc(Sc2nnc(C)s2)nc2ccccc12 | 3 | -2 | 97 | 104 | 0 | 5 | 25 | 0.2 | 0
OC(CSc1c(Cl)cccc1Cl)CN1CCN(c2ccc(F)cc2)CC1 (centres undefined) | 4 | 2 | 100 | 100 | -2 | 0 | -7 | 1.7 | 1
O=C(c1ccc(Oc2ccc(C(F)(F)F)cc2[N+](=O)[O-])cc1)N1CCOCC1 | 3 | 1 | 113 | 103 | 2 | 1 | -49 | -0.8 | 10
CC1=C(C(=O)Nc2ccc(C)cc2C)C(c2ccc([N+](=O)[O-])cc2)n2ncnc2N1 (centres undefined) | -3 | 4 | 92 | 106 | -5 | 1 | 19 | 0.3 | -7
O=C(NCC1COc2ccccc2O1)c1ccc(Cl)c(S(=O)(=O)N2CCOCC2)c1 (centres undefined) | -1 | nt | 104 | 103 | 2 | 4 | 8 | nt | 1
O=C(NCc1ccccc1)c1ccc(Cl)cc1[N+](=O)[O-] | 2 | 1 | 90 | 91 | -5 | 5 | -1 | 3.2 | 14
CCn1c(/N=C/c2ccccc2O)nc2ccccc21 | 0 | -1 | 98 | 99 | 14 | 2 | 22 | 1.9 | 2
CCCCOc1ccc(NC(=O)CSc2nnnn2C)cc1 | 4 | -2 | 105 | 106 | 0 | 3 | 11 | -0.2 | 3
O=C1CC(=C(c2ccccc2)c2ccccc2)C(=O)N1CCCN1CCN(c2cccc(Cl)c2)CC1 | 2 | -4 | 97 | 96 | -1 | 0 | 5 | 5.0 | 0

Given as labelled records: part of the list above
> O=C(c1ccc(Oc2ccc(C(F)(F)F)cc2[N+](=O)[O-])cc1)N1CCOCC1
  BCLXL inh: 3 | Fam108B counter: 1 | CIT2-GFP yeast: 113 | AGP1-GFP MLPCN: 103 | GLD-1 RNA inh: 2 | GRK2 inh: 1 | VLA-4 inh: -49 | MEX-5 binding: -0.8 | MCL1 BIM primary: 10

> Cc1cccc(OCCOC(=O)c2c(-c3ccccc3)noc2C)c1
  BCLXL inh: 4 | Fam108B counter: 0 | CIT2-GFP yeast: 106 | AGP1-GFP MLPCN: 108 | GLD-1 RNA inh: 5 | GRK2 inh: 1 | VLA-4 inh: -6 | MEX-5 binding: -0.8 | MCL1 BIM primary: -2

> CC1=C(C(=O)Nc2ccc(C)cc2C)C(c2ccc([N+](=O)[O-])cc2)n2ncnc2N1 (centres undefined)
  BCLXL inh: -3 | Fam108B counter: 4 | CIT2-GFP yeast: 92 | AGP1-GFP MLPCN: 106 | GLD-1 RNA inh: -5 | GRK2 inh: 1 | VLA-4 inh: 19 | MEX-5 binding: 0.3 | MCL1 BIM primary: -7

(more compounds)
SMILES | BCLXL inh | Fam108B counter | CIT2-GFP yeast | AGP1-GFP MLPCN | GLD-1 RNA inh | GRK2 inh | VLA-4 inh | MEX-5 binding | MCL1 BIM primary
Cc1ccccc1CS(=O)(=O)Cc1ccc(C(=O)NCC2CCCO2)o1 (centres undefined) | 5 | 4 | 101 | 93 | 0 | 3 | -7 | -1.9 | 2
O=C1CC(c2ccccc2)c2cc(O)ccc2O1 (centres undefined) | 9 | 1 | 108 | 101 | -5 | 0 | 0 | 0.4 | 5
Cn1ncc(Cl)c1C(=O)N1CCN(c2ccccc2)CC1 | 4 | -4 | 107 | 104 | 3 | 0 | 8 | -2.1 | -1
CCCC(=O)Nc1cccc(-c2cn3ccsc3n2)c1 | -2 | 2 | 107 | nt | 4 | 0 | 2 | 2.0 | 0
Cc1[nH]n(-c2ccccc2)c(=O)c1C=Nc1ccc(S(=O)(=O)Nc2nccs2)cc1 | 10 | -1 | 104 | 98 | 5 | 2 | 7 | -0.2 | 3
CC(=O)Nc1cccc(-c2nnc(-c3ccccc3)o2)c1 | 8 | 5 | 112 | 110 | 0 | 0 | 42 | 0.7 | 7
Fc1cc(Cl)ccc1NC1=NCCCCC1 | 5 | 6 | 107 | 105 | -8 | 0 | 11 | 0.1 | 7

Three compounds already listed, ordered by the value under GRK2 inh, descending.
mol | BCLXL inh | CIT2-GFP yeast | AGP1-GFP MLPCN | GLD-1 RNA inh | GRK2 inh | VLA-4 inh | MEX-5 binding | MCL1 BIM primary
Cc1ccccc1CS(=O)(=O)Cc1ccc(C(=O)NCC2CCCO2)o1 (centres undefined) | 5 | 101 | 93 | 0 | 3 | -7 | -1.9 | 2
Cc1[nH]n(-c2ccccc2)c(=O)c1C=Nc1ccc(S(=O)(=O)Nc2nccs2)cc1 | 10 | 104 | 98 | 5 | 2 | 7 | -0.2 | 3
CCCC(=O)Nc1cccc(-c2cn3ccsc3n2)c1 | -2 | 107 | nt | 4 | 0 | 2 | 2.0 | 0

From PubChem
